Assay outcomes as filed in PubChem BioAssay.
KDM4E inh: inhibitors of human JMJD2E histone demethylase | B2RXH2 | JMJD2E catalytic domain, FDH-coupled NADH fluorescence (FDH is formaldehyde dehydrogenase) | Potency, µM (doses to about 57.1 µM), without a hit: top-dose activity change, negative = inhibition, most hits filed as inhibitors | actives 1.6% (n = 230,000); active means well fitted inhibition curve with a large enough effect, not every such curve was filed as active; inconclusive means small, poorly fitted or top-dose-only effect, or another doubt; inactive means no such curve, though single readings can be large or run the other way;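 further: 0% = wells with enzyme and -100% = buffer wells without enzyme; nearly all actives have a fitted effect of over 50% in size; many of its hits are not listed in these tables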
Target sequence (B2RXH2 1-337 limits assumed): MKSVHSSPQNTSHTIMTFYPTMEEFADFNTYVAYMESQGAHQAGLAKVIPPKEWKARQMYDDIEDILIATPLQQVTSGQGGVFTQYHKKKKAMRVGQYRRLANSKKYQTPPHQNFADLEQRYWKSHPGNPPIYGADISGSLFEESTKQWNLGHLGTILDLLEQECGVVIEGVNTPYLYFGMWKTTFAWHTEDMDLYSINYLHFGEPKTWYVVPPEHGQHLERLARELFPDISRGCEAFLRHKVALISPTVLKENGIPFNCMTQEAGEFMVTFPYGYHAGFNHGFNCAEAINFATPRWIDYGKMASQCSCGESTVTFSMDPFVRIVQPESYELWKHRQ
L3MBTL1 inh: blocks human L3MBTL1; Q9Y468; AlphaScreen L3MBTL1–H3K9me1 peptide binding; Potency, µM (titrated, usually from 57.1 µM), without a hit: at the top dose activity, negative = inhibition, most hits filed as inhibitors; actives 0.66% (n = 230,000); AID 485360; further: on the % scale 0 is the no-effect control and ±100 the full control effect; nearly all actives have a fitted effect of over 60% in size
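AlphaScreen proximity signal between nickel-chelate acceptor and streptavidin donor beads (final 10 ug/mL) reports binding of 50 nM L3MBTL1 to 75 nM biotin-H3 K9me1 peptide; complex incubated with compounds 30 min at room temperature; cefsulodin titration as control.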
Tau fibril ThT: blocks human tau fibril formation measured by thioflavin T; actives 2.1% (n = 270,000); recombinant tau K18 P301L (four-repeat tau fragment), heparin-induced fibrillization, ThT fluorescence; Potency, µM (series often up to 57.4 µM), for inactives: top-dose activity, negative = inhibition, most hits filed as inhibitors; P10636; further: on the % scale 0 is the no-effect control and ±100 the full control effect; nearly all actives have a fitted effect of over 55% in size
Target sequence (P10636 561-689 P618L limits assumed): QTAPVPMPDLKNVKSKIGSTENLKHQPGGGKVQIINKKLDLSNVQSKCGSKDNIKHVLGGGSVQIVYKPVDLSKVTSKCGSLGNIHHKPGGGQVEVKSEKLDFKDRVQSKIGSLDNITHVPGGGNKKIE
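Recombinant human tau K18 fragment […] carrying P301L, 15 uM unlabeled plus 0.24 uM Alexa 594-labeled, was fibrillized with 20 uM heparin in 100 mM sodium acetate pH 7 for 6 hr at 37 C; 30 uM ThT fluorescence read after 1 hr.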
Lamin A splicing: modulators of lamin A splicing | HeLa LMNA splicing GFP/RFP minigene ratio, 48 h | Potency, µM (titrated, usually from 46.1 µM), for inactives: at the top dose ratio change, negative = inhibition, most hits filed as inhibitors | actives 0.01% (n = 200,000) | AID 1487; active means well fitted inhibition curve with a large enough effect in the signal ratio, with a control signal flat, not every such curve was filed as active; inconclusive means small, poorly fitted or top-dose-only effect, or effect the other way, or a change in a side signal; the % refers to the signal ratio; further: on the % scale 0 is the no-effect control and ±100 the full control effect
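S3 HeLa stable clones carrying a lamin A-EGFP splicing minigene plus DsRed2 were seeded at 600 cells/well in Opti-MEM with 2% FBS, pin-dosed and incubated 48 h at 37°C. Acumen cytometry (488 nm) gave the GFP/RFP total-intensity ratio.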
ALDH1A1 block: ALDH1A1 (human) enzyme inhibition | P00352 | Purified ALDH1A1, NADH fluorescence, propionaldehyde substrate | Potency, µM (doses to about 75.3 µM), for inactives: at the highest dose activity, negative = inhibition, actives largely listed as inhibitors | actives 7.3% (n = 220,000) | AID 1030; active means well fitted inhibition curve with a large enough effect, not every such curve was filed as active; inconclusive means small, poorly fitted or top-dose-only effect, or another doubt; inactive means no such curve, though single readings can be large or run the other way;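 further: plate controls were no enzyme wells and a reference inhibitor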
Target sequence (P00352 whole entry, looked up): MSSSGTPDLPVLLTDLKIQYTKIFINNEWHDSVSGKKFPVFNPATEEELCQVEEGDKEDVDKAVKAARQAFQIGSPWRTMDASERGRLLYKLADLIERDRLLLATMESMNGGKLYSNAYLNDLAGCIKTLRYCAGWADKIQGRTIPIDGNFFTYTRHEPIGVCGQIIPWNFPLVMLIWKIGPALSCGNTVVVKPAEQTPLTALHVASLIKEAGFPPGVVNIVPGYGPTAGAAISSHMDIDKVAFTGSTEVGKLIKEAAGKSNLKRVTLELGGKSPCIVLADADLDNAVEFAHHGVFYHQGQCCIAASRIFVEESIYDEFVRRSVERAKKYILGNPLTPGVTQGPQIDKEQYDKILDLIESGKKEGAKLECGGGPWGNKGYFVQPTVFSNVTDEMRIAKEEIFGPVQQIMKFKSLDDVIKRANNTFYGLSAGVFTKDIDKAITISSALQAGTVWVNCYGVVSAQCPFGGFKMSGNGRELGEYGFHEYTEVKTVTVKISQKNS
RECQ1 helicase: inhibitors of human RECQ1 DNA helicase | P46063 | actives 0.54% (n = 240,000) | Potency, µM (highest dose often 57.3 µM), for the others: at the highest dose activity, negative = inhibition, usual class: inhibitors | RECQ1 DNA unwinding, red fluorescence kinetic read;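 further: plate controls were vehicle for no effect and no enzyme for full effect; nearly all actives have a fitted effect of over 30% in size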
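50 nM RECQ1T1 preincubated 15 min with compound in Tris pH 8.0 buffer with MgCl2, DTT, Tween-20 and 2.5 ug/ml poly(dI-dC); started with 200 nM TAMRA/BHQ-2 forked duplex and 2 mM ATP. Unwinding read as fluorescence (525/598 nm), two reads 2 h apart.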
SMN2 splice up: increases expression of the SMN2 splice variant; actives 2.8% (n = 210,000); HEK293 SMN2-luciferase splicing reporter, luminescence, 30-36 h; Potency, µM (titrated, usually from 46.1 µM), without a hit: at the highest dose activity change, positive = activation, actives largely listed as activators; further: % of control where 0% means no effect; nearly all actives have a fitted effect of over 55% in size
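qHTS luciferase splicing reporter: luminescence rises when SMN2 exon 7 is included in transfected HEK293 cells. Compound exposure lasted 30-36 h at 37C, with 4.5 mM final sodium butyrate as control, followed by a ONE-Glo read.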
Luc counter: blocks Kinase-Glo luciferase, a counter-screen artifact | Kinase-Glo luciferase, ATP luminescence, 8 min | Potency, µM (top dose mostly 38.3 µM), inactives show at the highest dose activity change, negative = inhibition, actives largely listed as inhibitors | actives 0.28% (n = 200,000); further: on the % scale 0 is the no-effect control and ±100 the full control effect; nearly all actives have a fitted effect of over 60% in size
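Luminescence was the read-out, taken after 8-minute incubation at ambient temperature. Luciferase turned over luciferin with 10 uM ATP in imidazole pH 7.2 buffer containing KCl, MgCl2, Tween 20 and BSA.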
Starred values were filed as active, the others as inactive; i = inactive; ? = inconclusive; · = not tested or not shown; & = joins results of further samples; [ ] = another dose, or the depositor's remark. Unless noted, the call rests on the fitted dose curve; in most records, active means well fitted curve in the direction sought with a large enough effect; inconclusive means small, poorly fitted or top-dose-only effect, or another doubt; inactive means no such curve, though single readings can be large; an effect the other way counts as inactive or inconclusive. Potency means the concentration at half of the fitted maximal effect.

SMILES | KDM4E inh | L3MBTL1 inh | Tau fibril ThT | Lamin A splicing | ALDH1A1 block | RECQ1 helicase | SMN2 splice up | Luc counter
COc1ccc(-n2c(C)nc3cc(C(=O)N4CCC5(CC4)OCCO5)ccc32)cc1 | -4% | -6% | 3% | -11% | ? | -7% | 13% | -2%
C=CCn1c(O)c(C(CC)=NCc2cc(OC)cc(OC)c2)c(=O)[nH]c1=O | 2% | -4% | -20% | ? | ? | -1% | 26% | 3%
COc1ccc(OC)c(-n2c(O)c(C=Nc3c(C)n(C)n(-c4ccccc4)c3=O)c(=O)[nH]c2=S)c1 | -24% | -3% | -10% | 1%[46 µM] | ? | -6% | · | ·
COc1ccc(OC)c(-n2c(O)c(C=NCc3ccc4c(c3)OCO4)c(=O)[nH]c2=O)c1 | 10% | -1% | -13% | 7% | ? | 0% | -11% | 4%
C[N+]12CCC(CC1)[C@@H](OC(=O)C(O)(c1ccccc1)c1ccccc1)C2 | 7%[25.5 µM] | · | · | ? | -2%[20.9 µM] | -1%[25.9 µM] | 0%[20.6 µM] | 1%[17.1 µM]
Cc1ccc(CSc2ncccc2C(=O)O)cc1 | 1% | · | 7%&-8% | -6%[46 µM] | 11% | -1% | ? | -4%
O=C1NC(=O)C2(Cc3ccccc3N3CCCC32)C(=O)N1Cc1ccccc1 (centres undefined) | -24% | -9% | ? | -9% | ? | i | -1% | 2%
CN1[C@@H]2CC[C@H]1CC(O[C@@H](c1ccccc1)c1ccc(Cl)cc1)C2 (some centres undefined) | -23% | · | ? | · | 5% | -3% | · | -3%
CCOC(=O)C1(c2ccccc2)CCN(CC(=O)Nc2ccc(C)cc2)CC1 | 2% | -3% | -3% | ? | -10% | 0% | 0% | 0%
NCCCP(=O)(O)CCc1ccccc1 | 1% | 3% | -4% | 1% | -1% | -11% | 5% | -2%
CCCCCC1C(=O)O[C@H](C)[C@@H](NC(=O)c2cccc(NC=O)c2O)C(=O)OC(C)C1OC(=O)CC(C)C (some centres undefined) | ? | · | -9% | 1% | 6% | i | -65%[inhibitor] | -1%
c1ccc(CNCCc2ccc3c(c2)OCO3)nc1 | ? | -16% | -1% | 2% | -10% | i | 9% | -1%
CN1CCN(Cc2ccc(Br)s2)CC1 | ? | · | -6% | 1% | -10% | -13% | 4% | 0%
CCC(=NCCc1ccccc1)c1c(O)n(C)c(=O)n(C)c1=O | 4% | 0% | 0% | · | · | -2% | · | ·
N#C/C=C/C#N | · | 2% | · | · | ? | -6% | 7% | ·
CNc1ccc2oc(C[C@@H]3OC4(CC[C@@H]3C)O[C@H](C(C)C(=O)c3ccc[nH]3)[C@H](C)C[C@H]4C)nc2c1C(=O)O (some centres undefined) | · | · | ? | · | ? | i | · | -2%[39.9 µM]
Cc1ccc(CN2CCN(C)CC2)c(C)c1 | 0% | 5% | -2% | -14% | 5% | i | 19% | -1%
CCCCN1C(=O)/C(=C/c2ccc(N(C)C)cc2)C(=O)N(Cc2ccco2)C1=O | -8% | ? | ? | 5% | 0.71µM* | 28µM* | -8% | -5%
Cc1cc(C)nc(/N=C(\N)c2c(O)[nH]c(=O)[nH]c2=O)n1 | -5% | 6% | -15% | -12% | 6% | -6% | 0% | -2%
Cc1ccc2c(c1)C1CN(C)CCC1N2C(=O)Nc1ccc(Cl)cc1 (centres undefined) | 6% | 2% | 8% | ? | 5% | i | 4% | 0%
O=C1NC(=O)C(=Cc2csc3ccccc23)C(=O)N1 | ? | 3% | ? | · | 10µM* | 0% | · | ·
CCN1CCN(C(c2cccs2)C(C)NC(=O)Oc2ccccc2)CC1 (centres undefined) | 8% | 4% | -5% | · | 0% | i | · | ·
COc1cc2c(cc1-c1cc3cc4ccoc4cc3oc1=O)OCO2 | -65% | · | -13% | · | 224%[activator] | i | -21% | -6%
O=C1CCN(C(=O)CCCn2c(=O)oc3ccccc32)CC1 | -8% | 10% | 6% | 7%[46 µM] | -3% | -3% | 9% | 1%
Cc1nc2cc(F)ccc2n1C1CCN(Cc2nnnn2CCc2ccccc2)CC1 | -11% | · | -11% | -3% | -5% | i | -11% | 2%
O=c1[nH]c(=O)n(-c2ccccc2)c(O)c1/C=C1/C(c2ccccc2)=Nc2ccccc21 | ? | 0% | ? | ? | ? | -1% | -3% | -5%
COP(=O)(OC)C1(O)C(=O)Nc2ccc(Br)cc21 (centres undefined) | -4% | -7% | -10% | ? | -6% | -7% | -4% | 0%
CCc1ccc(N2NC(=O)/C(=C/C=C/c3ccco3)C2=O)cc1 | 1% | -10% | 8.9µM* | -12% | 3.2µM* | -11% | 11% | -4%
CCOC(=O)c1cc2c(cn1)[nH]c1ccccc12 | ? | 1% | ? | ? | ? | 13% | ? | 0%
CN(CCOc1ccc(C=C2C(=O)NC(=O)NC2=O)cc1)c1ccccn1 | ? | 7% | ? | · | ? | 14% | 4% | -2%

Entries of single compounds, quoted from the list.
Shown for CCOC(=O)c1cc2c(cn1)[nH]c1ccccc12 = KDM4E inh = ?; L3MBTL1 inh = 1%; Tau fibril ThT = ?; Lamin A splicing = ?; ALDH1A1 block = ?; RECQ1 helicase = 13%; SMN2 splice up = ?; Luc counter = 0%
Shown for COP(=O)(OC)C1(O)C(=O)Nc2ccc(Br)cc21 (centres undefined) = KDM4E inh = -4%; L3MBTL1 inh = -7%; Tau fibril ThT = -10%; Lamin A splicing = ?; ALDH1A1 block = -6%; RECQ1 helicase = -7%; SMN2 splice up = -4%; Luc counter = 0%
Shown for O=C1NC(=O)C(=Cc2csc3ccccc23)C(=O)N1 = KDM4E inh = ?; L3MBTL1 inh = 3%; Tau fibril ThT = ?; Lamin A splicing = ·; ALDH1A1 block = 10µM*; RECQ1 helicase = 0%; SMN2 splice up = ·; Luc counter = ·

Continuation:
SMILES | KDM4E inh | L3MBTL1 inh | Tau fibril ThT | Lamin A splicing | ALDH1A1 block | RECQ1 helicase | SMN2 splice up | Luc counter
CCN1CCN(Cc2cc(OC)c(OC)cc2[N+](=O)[O-])CC1 | -2% | ? | 3% | 23% | ? | i | -2% | -2%
CN(C)C(=O)Oc1cccc(NC(=O)N2CCOCC2)c1 | -4% | -15% | -2% | -11% | 18% | -11% | 6% | 0%
CCOC(=O)C(O)(c1ccc(N(CC)S(=O)(=O)c2ccc(C)cc2)cc1)C(F)(F)F (centres undefined) | -9% | · | -21% | 1% | -14% | 7% | -5% | -4%
O=C(CF)NC(NC(=S)Nc1ccccc1O)C(Cl)(Cl)Cl (centres undefined) | 3% | -5% | -8% | -4%[46 µM] | -8% | 15% | · | 0%
N#Cc1ccc(CN2CCC3(CC2)CCN(C(=O)Oc2ccccc2)CC3)cc1 | · | · | · | · | 8% | -7% | -36%[inhibitor] | -4%
COc1cc(C2c3cc4c(cc3C(OC(C)=O)[C@H]3COC(=O)C23)OCO4)cc(OC)c1OC (some centres undefined) | -11%&5% | · | -6%&2% | ? | -6%&-10% | -6% | -2%&-16% | -2%&-5%
Cc1cccc(-c2nc3ccccc3c(=O)n2-n2cccc2)c1 | 3% | · | -12% | -4% | -3% | 11% | ? | 0%
CC(=O)c1c(C)[nH]c(C(=O)N2CCC3(CC2)OCCO3)c1C | 2% | -1% | -6% | 3% | 3% | 0% | 2% | -7%
Clc1ccc(Sc2oc(/C=N/n3cnnc3)cc2Br)cc1 | -24% | -8% | -16% | 23% | ? | -8% | · | ·
CCOC(=O)C1=Nc2ccccc2/C1=C\c1c(O)n(C)c(=O)n(C)c1=O | ? | -1% | ? | · | · | -7% | · | ·
CC(C)(O)[C@H]1O[C@@H]2CC[C@]3(C)[C@@]4(C)c5[nH]c6ccccc6c5C[C@@H]4CC[C@]3(O)C2=CC1=O | -6% | · | ? | · | -6% | 0% | · | 3%
CCCn1c(C)c(C(=O)c2ccc3ccccc3c2)c2ccccc21 | -9% | · | -7% | ? | -13% | -14% | 13% | -2%
N#C/C(=C\c1cccc(O)c1)C(=O)O | ? | · | -6% | 2% | -9% | i | -6% | 3%
c1cc(N2CCCC3(CCNCC3)C2)ccn1 | · | · | · | · | ? | 5% | -9% | -1%
COc1ccc(-n2c(SCCN(C)C)nc3ccccc3c2=O)cc1 | 2% | -4% | 1% | · | · | -12% | · | ·

Structures from the list above that contain a furan ring, fused or not, in the order listed:
SMILES | KDM4E inh | L3MBTL1 inh | Tau fibril ThT | Lamin A splicing | ALDH1A1 block | RECQ1 helicase | SMN2 splice up | Luc counter
CCCCN1C(=O)/C(=C/c2ccc(N(C)C)cc2)C(=O)N(Cc2ccco2)C1=O | -8% | ? | ? | 5% | 0.71µM* | 28µM* | -8% | -5%
COc1cc2c(cc1-c1cc3cc4ccoc4cc3oc1=O)OCO2 | -65% | · | -13% | · | 224%[activator] | i | -21% | -6%
CCc1ccc(N2NC(=O)/C(=C/C=C/c3ccco3)C2=O)cc1 | 1% | -10% | 8.9µM* | -12% | 3.2µM* | -11% | 11% | -4%
Clc1ccc(Sc2oc(/C=N/n3cnnc3)cc2Br)cc1 | -24% | -8% | -16% | 23% | ? | -8% | · | ·

Additional compounds:
SMILES | KDM4E inh | L3MBTL1 inh | Tau fibril ThT | Lamin A splicing | ALDH1A1 block | RECQ1 helicase | SMN2 splice up | Luc counter
CCOc1ccc(-n2c(O)c(C=NCCCn3ccnc3)c(=O)[nH]c2=O)cc1 | 6% | · | -12% | 1% | 10% | -6% | -19% | -3%
O=C(COc1ccccc1/C=C1/NC(=O)NC1=O)Nc1ccccc1 | -7% | 4% | -5% | ? | 7% | -2% | 2% | 2%
CN1CCN(c2c(C#N)c(C(F)(F)F)nn2C)CC1 | 5% | 7% | 1% | ? | 11% | i | 8% | 1%
c1ccc2c(c1)-c1cccc3cccc-2c13 | · | 174%[activator] | · | · | ? | -17% | 5% | ·
CCOC(=O)CCN=Cc1c(O)n(-c2ccc(Br)cc2)c(=O)[nH]c1=O | 0% | 1% | -6% | 5% | 5% | -13% | 5% | 0%

The list is partial. The share of hits here may be higher or lower than overall.
